GALK inh = qHTS Assay for Inhibitors of Human Galactokinase (GALK); AID 1868, 2009; Purified GALK, Kinase-Glo residual ATP luminescence; Potency, µM (top dose mostly 57.5 µM), inactives show at the highest dose activity change, negative = inhibition, hits mostly inhibitors; P51570; hit rate 0.007% among 270,000; note: potency is the fitted concentration of half-maximal effect; % is set by controls: 0 for no effect and ±100 for the full control effect
Target sequence (P51570 whole entry, looked up): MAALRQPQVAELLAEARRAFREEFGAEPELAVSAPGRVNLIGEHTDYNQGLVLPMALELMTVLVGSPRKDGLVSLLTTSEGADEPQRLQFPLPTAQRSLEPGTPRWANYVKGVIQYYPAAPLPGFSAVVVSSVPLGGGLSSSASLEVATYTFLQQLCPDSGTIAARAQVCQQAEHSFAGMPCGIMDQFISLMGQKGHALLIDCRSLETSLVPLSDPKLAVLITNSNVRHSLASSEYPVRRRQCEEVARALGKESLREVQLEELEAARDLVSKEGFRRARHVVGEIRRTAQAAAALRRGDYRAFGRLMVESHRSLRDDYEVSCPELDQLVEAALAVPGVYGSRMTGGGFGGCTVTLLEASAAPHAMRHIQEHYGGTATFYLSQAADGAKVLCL
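Compounds were pin-transferred into ATP buffer (35 uM final), then GALK plus galactose (5 nM, 100 uM final) was added. After 1 h at room temperature, Kinase-Glo Plus was added and luminescence read after 10 min.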
TRPV1 agonist = HTS Assay for Compounds that Act as Agonists of the Vanilloid Receptor 1; TRPV1-expressing cells, Fluo-8 calcium influx, agonist mode; AID 540275, 2011; Transient receptor potential cation channel subfamily V member 1 (Homo sapiens), Q8NER1; activation, % at 8.33 µM; hit rate 0.19% among 320,000; in the data active = activation above about 80%; inconclusive = between about 30% and that limit; note: 0% is about no effect
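Fluo-8 calcium influx in TRPV1-expressing cells, kinetic read (ex 480/em 520 nm). Compound added and read 3 min for agonist activity, followed by capsaicin at EC20 final and 2 min further read for enhancement.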
MBNL1-CUG inh = qHTS Assay for Inhibitors of MBNL1-poly(CUG) RNA binding; Potency, µM (top dose mostly 57.5 µM), inactives show at the top dose activity change, negative = inhibition, actives largely listed as inhibitors; hit rate 0.036% among 280,000; AID 2675, 2010; TR-FRET MBNL1-His/biotin-(CUG)12 binding, 665/545 ratio; active = well fitted inhibition curve with a large enough effect in the signal ratio, with a control signal flat, not every such curve was filed as active; inconclusive = small, poorly fitted or top-dose-only effect, or effect the other way, or a change in a side signal; inactive = no such curve, though single readings can be large or run the other way; the % refers to the signal ratio; note: potency is the fitted concentration of half-maximal effect; % is set by controls: 0 for no effect and ±100 for the full control effect
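MBNL1-His + Biotin-(CUG)12, cpd titration 92 nM–58 uM; Tb anti-His Ab 0.055 ng/ul, SA-XL665 5 nM (final); 60 min RT; ratiometric 665/545 nm, Ex 340 nm; normalized to buffer and full-complex controls.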
MLL CXXC-DNA inh = qHTS Fluorescence Polarization Assay for Inhibitors of MLL CXXC domain - DNA interaction; MLL-CXXC / FITC-HOXA9 DNA fluorescence polarization; Potency, µM (top dose mostly 115 µM), for the others: at the top dose activity change, negative = inhibition, actives largely listed as inhibitors; hit rate 0.037% among 290,000; Histone-lysine N-methyltransferase 2A (Homo sapiens), Q03164; AID 2662, 2010; active = well fitted inhibition curve with a large enough effect in the polarisation, with a control signal flat, not every such curve was filed as active; inconclusive = small, poorly fitted or top-dose-only effect, or effect the other way, or a change in a side signal; inactive = no such curve, though single readings can be large or run the other way; the % refers to the polarisation; note: potency is the fitted concentration of half-maximal effect
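Purified MLL-CXXC (added from a 7 uM solution) was preincubated 5 min at ambient with pinned compounds in 50 mM Tris-HCl pH 7.5, 50 mM NaCl, 1 mM DTT, 0.05% BSA. Fluorescein-labeled HOX-A9 DNA (50 nM solution) followed, 30 min, then polarization read.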
KCNH2 3.1 block = qHTS for Inhibitors of KCHN2 3.1: Mutant qHTS; Potassium voltage-gated channel subfamily H member 2, brain isoform KCNH2 3.1 (human); U2OS KCNH2 3.1, thallium flux FluxOr; hits give low values; activity change, % (tested at about 1.8 µM); hit rate 0.95% among 340,000; AID 720553, 2013;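 active = maximum activity change below -70%; inconclusive = maximum activity change from -70% to -50%; inactive = maximum activity change above -50%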;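 note: thallium influx rate constant from kinetic fluorescence after stimulation buffer; % is set by controls: 0 for no effect and ±100 for the full control effect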
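U2OS cells transduced with KCNH2 3.1 mutant virus (1.77 x 10^8 /mL, 4 h), plated overnight at 37 C, loaded 45 min with FluxOr dye plus Red40 quencher. Thallium flux rate constant from kinetic reads after stimulation buffer, normalised to controls.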
AT treatment = qHTS Assay for Identifying a Potential Treatment of Ataxia-Telangiectasia. Potency, µM (doses to about 57.5 µM), without a hit: at the top dose activation, actives largely listed as activators. […] A-T fibroblasts, KAP-1 phosphorylation AlphaLISA; neocarzinostatin DNA damage 30 min before lysis. hit rate 0.19% among 320,000; note: potency is the fitted concentration of half-maximal effect; % of control where 0% means no effect; nearly all actives have a fitted effect of over 45% in size
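ATM-like activity read as KAP-1 phosphorylation via AlphaLISA donor/acceptor antibody pairs after lysis and 6 hr at 25C. Cells were ATM-null patient fibroblasts ([…], hTERT), dosed 60 min, then exposed to the DSB inducer NCS for 30 min.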
ASM inhibitor = Inhibitors of Secretory Acid Sphingomyelinase (S-ASM): qHTS | Sphingomyelin phosphodiesterase (Homo sapiens), P17405 | placental ASM, HMU-PC fluorogenic substrate, 60 min | Potency, µM (titrated, usually from 57.5 µM), without a hit: top-dose activity change, negative = inhibition, actives largely listed as inhibitors | hit rate 0.006% among 340,000 | AID 504937, 2011; note: potency is the fitted concentration of half-maximal effect
Target sequence (P17405 47-631 limits assumed): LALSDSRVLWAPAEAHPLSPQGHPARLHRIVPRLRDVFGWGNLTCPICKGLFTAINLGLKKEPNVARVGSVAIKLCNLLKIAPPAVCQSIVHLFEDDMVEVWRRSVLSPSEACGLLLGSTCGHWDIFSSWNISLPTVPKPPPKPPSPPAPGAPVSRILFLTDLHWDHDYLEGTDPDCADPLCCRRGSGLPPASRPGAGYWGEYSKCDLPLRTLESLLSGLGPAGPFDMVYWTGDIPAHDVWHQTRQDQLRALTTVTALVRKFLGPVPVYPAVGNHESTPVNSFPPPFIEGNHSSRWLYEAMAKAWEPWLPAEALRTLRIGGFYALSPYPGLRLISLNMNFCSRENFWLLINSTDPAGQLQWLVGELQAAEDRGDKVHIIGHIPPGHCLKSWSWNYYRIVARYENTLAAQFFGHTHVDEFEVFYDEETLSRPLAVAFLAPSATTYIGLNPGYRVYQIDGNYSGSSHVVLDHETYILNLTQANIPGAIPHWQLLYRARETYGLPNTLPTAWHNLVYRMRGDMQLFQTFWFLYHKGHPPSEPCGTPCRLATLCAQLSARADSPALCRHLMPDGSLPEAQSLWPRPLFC
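Human placenta-derived ASM preincubated with compound 10 min at room temperature, then reacted with 9 uM (final) fluorogenic HMU-PC substrate for 60 min at 37 C. Stop solution raises pH to 10; fluorescence read at Ex 386/Em 447 nm.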
FBPA coupling cs = qHTS Assay for Inhibitors of Fructose-1,6-bisphosphate Aldolase from Giardia Lamblia: Coupling assay counterscreen; coupling enzyme system counterscreen, AmpLite Red fluorescence; activity change, negative = inhibition, % at 58.2 µM, hits read low; hit rate 0.67% among 290,000; AID 2472, 2010; in the data active = activity change below about -30%; note: % is set by controls: 0 for no effect and ±100 for the full control effect
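Counterscreen lacking aldolase: glyceraldehyde-3-phosphate coupling-enzyme reagent preincubated 10 min at RT with compound (at 57.5 uM final), then substrate/coupling system with AmpLite Red added; fluorescence read at 525/598 nm after 20 min RT.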
hERG WT inh = qHTS for Inhibitors of KCHN2 3.1: Wildtype qHTS. Voltage-gated inwardly rectifying potassium channel KCNH2 (Homo sapiens), Q12809. U2OS, BacMam KCNH2, thallium flux FluxOr; hits give low values. activity change, % at 1.84 µM. hit rate 0.37% among 340,000;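 active = maximum activity change below -70%; inconclusive = maximum activity change between -70% and -50%; inactive = maximum activity change above -50%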; note: % is set by controls: 0 for no effect and ±100 for the full control effect
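U2OS cells transduced with wild-type KCNH2 virus are loaded with FluxOr dye for 45 min, and thallium flux is measured in kinetic reads before and after stimulation buffer. Rate constants are normalized to DMSO controls.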
Integrin act MD = qHTS for Activators of Integrin-Mediated Alleviation for Muscular Dystrophy. Potency, µM (doses to about 38.3 µM), without a hit: at the highest dose activation, hits mostly activators. AID 624291, 2012. hit rate 0.064% among 350,000. alpha7betagal myoblasts, beta-gal FDG fluorescence, 48 h;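 note: potency is the fitted concentration of half-maximal effect; 100% = response of the positive control SU9516; nearly all actives have a fitted effect of over 60% in size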
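alpha7betagal+/- myoblasts (passage 13, 250/well) treated 48 h at 37C with compounds at 1:260 dilution of DMSO stock. Lysed, then beta-galactosidase activity read as FDG fluorescence (ex 480/em 540) after 30 min, with pre-read for autofluorescence.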
The depositor's hits bear a star; ? = inconclusive; . = not tested or not shown; [ ] = remark or other dose. Unless noted, calls come from the whole dose curve; as a rule, active = well fitted curve in the direction sought with a large enough effect; inconclusive = small, poorly fitted or top-dose-only effect, or another doubt; inactive = no such curve, though single readings can be large; an effect the other way counts as inactive or inconclusive.

canonical_smiles	GALK inh	TRPV1 agonist	MBNL1-CUG inh	MLL CXXC-DNA inh	KCNH2 3.1 block	AT treatment	ASM inhibitor	FBPA coupling cs	hERG WT inh	Integrin act MD
CCN(CC)CCNc1ccc2nnc(CCNS(=O)(=O)c3ccc(C)cc3)n2n1	11%	-1	-2%	12%	4	0%	10%	1	24	0%
CC(=O)c1cccc(NC(=O)CSCc2ccccc2)c1	3%	?	-4%	0%	1	-1%	1%	3	-7	13%
Cc1ccc(CN2CC(C(=O)NCCC3=CCCCC3)CC2=O)cc1 (stereo not given)	.	0	.	.	1	2%	0%	.	-7	-13%
CCN(Cc1ccncc1)C(=O)c1ccco1	7%	-10	-4%	0%	-22	6%	6%	3	-7	-7%
COc1ccccc1/C=N/Nc1cc(C)nc(N2CCOCC2)n1	-2%	8	1%	-7%	-30	4%	-1%	-1	-13	-26%
Cc1cc(C)nc(N2CCC(CNC(=O)CCc3ccccc3)CC2)n1	1%	1	-16%	-14%	6	28%	-1%	-1	13	-7%
CCOc1ccc(S(=O)(=O)NC(Cc2cnc[nH]2)C(=O)O)cc1 (stereo not given)	11%	-4	1%	0%	23	-1%	3%	3	-12	6%
O=c1c2cc(NC(=S)N3CCCCC3)ccc2nc2n1CCCCC2	-1%	5	-1%	-1%	-3	0%	5%	-1	-1	?
Cc1ccc(NS(=O)(=O)c2ccc(NC(=O)c3cccs3)cc2)c(C)c1	0%	9	2%	-4%	-13	24%	?	2	-1	-5%
Cc1cccc(NS(=O)(=O)c2ccc(C)c(C(=O)NC3CCN(Cc4ccccc4)CC3)c2)c1	.	.	.	.	-4	.	4%	.	14	-55%[inhibitor]
O=C(Nc1cccc2ccccc12)c1cc2c(cc1Br)OCO2	-2%	?	?	11%	5	9%	0%	-1	-12	-7%
c1coc(-c2nnc3n2C2(CCCC2)Cc2ccccc2-3)c1	-1%	2	-1%	7%	16	-1%	0%	1	-1	-2%[7.66 µM]

Profiles from above. Order of screens: GALK inh, TRPV1 agonist, MBNL1-CUG inh, MLL CXXC-DNA inh, KCNH2 3.1 block, AT treatment, ASM inhibitor, FBPA coupling cs, hERG WT inh, Integrin act MD
CCN(Cc1ccncc1)C(=O)c1ccco1 as listed: 7%, -10, -4%, 0%, -22, 6%, 6%, 3, -7, -7%
Cc1ccc(CN2CC(C(=O)NCCC3=CCCCC3)CC2=O)cc1 (stereo not given) as listed: ., 0, ., ., 1, 2%, 0%, ., -7, -13%

Next part:
canonical_smiles	GALK inh	TRPV1 agonist	MBNL1-CUG inh	MLL CXXC-DNA inh	KCNH2 3.1 block	AT treatment	ASM inhibitor	FBPA coupling cs	hERG WT inh	Integrin act MD
COc1ccc(CNc2ncccc2[N+](=O)[O-])cc1	-2%	2	?	1%	-3	-5%	-4%	-1	-6	-34%
CCOc1ccc(N2CC(C(=O)NCc3ccccn3)CC2=O)cc1 (stereo not given)	1%	-1	-1%	8%	9	-1%	3%	0	5	5%
Cc1ccc(SCC(=O)OC(C)C(=O)N2CCc3ccccc32)cc1 (stereo not given)	.	4	.	.	-23	.	-7%	.	2	0%
COc1cc(/C=C2/C(C)=C(C#N)c3nc(N)c(C#N)c(C)c32)ccc1OCC(=O)O	0%	0	?	-22%	-12	-1%	4%	-15	1	5%
CN1CCN(CC(=O)NN2CC(=O)N(c3ccc(F)cc3)CC2=O)CC1	0%	-7	-4%	1%	-19	2%	3%	0	18	-5%
O=C(NN1C(=O)c2ccccc2NC1c1ccoc1)c1ccc([N+](=O)[O-])cc1 (stereo not given)	6%	2	?	1%	0	1%	-6%	3	10	19%
CCOC(=O)Cc1csc(NS(=O)(=O)c2cccc([N+](=O)[O-])c2)n1	0%	0	12%	-14%	-10	-16%	6%	1	-1	?
CC(C)(C)c1cc(N)n2nc(C(C)(C)C)cc2n1	10%	3	-5%	-13%	0	4%	-2%	-3	.	?
Nc1c(-c2cccc(Cl)c2)cnc2c(-c3ccccc3)cnn12	-2%	1	6%	-13%	2	-23%	32%	-1	0	17%
CC(C)C(c1nnnn1Cc1ccc(F)cc1)N1CCN(C2CCCC2)CC1 (stereo not given)	2%	-2	-2%	-6%	-8	2%	-5%	-2	27	.
Cc1cc([N+](=O)[O-])nn1CC(=O)N/N=C/c1ccc(O)cc1O	.	1	22%	-3%	-2	-11%	-7%	2	-9	-38%
O=C(/C=C/c1cccc(F)c1)N1CCc2ccccc21	0%	?	0%	15%	8	1%	-1%	0	-3	14%
O=C1CN(S(=O)(=O)c2cc(C(F)(F)F)ccc2Cl)CCN1	.	4	.	.	-5	2%	1%	.	-11	4%
COc1ccc(/C=C(\C#N)C(=O)OCC(=O)NCc2ccccc2Cl)cc1	1%	9	0%	0%	-2	1%	15%	4	12	-19%
CS(=O)(=O)N(CC(=O)N1CCCCCC1)c1cc(Cl)ccc1Cl	3%	2	-4%	-1%	4	0%	5%	0	-11	0%
CC(C)(C)CN1CCNC[C@H]1Cc1cccc2ccccc12	.	5	.	.	3	-16%	5%	.	-1	-39%
Cc1cc(/C=C(\C#N)c2nc3ccccc3[nH]2)c(C)n1C	3%	6	77%[activator]	1%	16	0%	20%	-3	-5	18%
CCc1c(C)sc2nc(SCC(=O)Nc3cc(C)on3)n(CCOC)c(=O)c12	0%	4	1%	16%	3	6%	-1%	0	-3	0%
CC1=N/C(=C\c2ccc([N+](=O)[O-])cc2)C(=O)N1c1cc(Cl)ccc1C	-1%	-3	?	14%	8	13%	2%	2	-7	-26%
COc1cc(OC)cc(-c2c(C#Cc3ccsc3)c3cc(-c4ccc5c(c4)OCO5)ccc3n2C)c1	.	.	.	.	-25	10%	132%	.	-8	-22%
CC1=CC(C)(C)n2c(O)c(N=NC(N)=S)c3cccc1c32	0%	?	-2%	-1%	7	-2%	-3%	-1	-1	-19%
O=[N+]([O-])c1cc(S(=O)(=O)N2CCOCC2)ccc1OCc1cccc(Cl)c1	.	4	.	.	-9	-9%	-3%	.	0	5%
C/C(=N\NC(=O)CN1CCN(c2ccc(F)cc2)CC1)c1ccco1	.	.	.	.	9	.	5%	.	-2	-23%
Cc1ccc(-c2nc3ccccc3s2)cc1NC(=O)c1ccc2c(c1)OCO2	2%	18	-12%	3%	9	-1%	-4%	0	4	-6%
COCCCNc1ncnc2c1nc1n2CCCC1	1%	-2	5%	5%	26	-1%	3%	0	-2	-15%
COc1ccc(CNC(=O)N2CCN(c3cccc(Cl)c3)CC2)cc1OC	3%	?	-1%	-5%	18	0%	0%	0	-13	7%
COC(=O)c1ccc(CNC(=O)C2CCC(=O)N(CCc3ccccc3)C2)cc1 (stereo not given)	-2%	1	-2%	-2%	-1	4%	4%	.	-5	18%
COc1ccc(NC(=O)COC(=O)c2ccc(OCc3c(C)noc3C)cc2)cc1OC	1%	2	-17%	-3%	12	0%	-5%	3	13	10%
Cc1cc(=O)oc2cc(OCC(=O)OCC(=O)N(CCC#N)c3ccccc3)ccc12	-1%	0	-4%	5%	5	3%	1%	1	-14	-1%
O=C(NN1C(=O)C2C3C=CC(C3)C2C1=O)c1ccco1 (stereo not given)	.	1	3%[11.5 µM]	-2%	-7	1%	-1%	1	-39	12%
Cc1ccc(CN2CCN(Cc3ccccn3)CC2CCO)cc1 (stereo not given)	-2%	1	8%	12%	.	5%	1%	3	3	-3%

Four compounds out of the list above, sorted by their value in TRPV1 agonist, lowest first:
SMILES	GALK inh	TRPV1 agonist	MLL CXXC-DNA inh	ASM inhibitor	Integrin act MD
COCCCNc1ncnc2c1nc1n2CCCC1	1%	-2	5%	3%	-15%
Cc1cc(=O)oc2cc(OCC(=O)OCC(=O)N(CCC#N)c3ccccc3)ccc12	-1%	0	5%	1%	-1%
Cc1ccc(CN2CCN(Cc3ccccn3)CC2CCO)cc1 (stereo not given)	-2%	1	12%	1%	-3%
COc1ccc(NC(=O)COC(=O)c2ccc(OCc3c(C)noc3C)cc2)cc1OC	1%	2	-3%	-5%	10%
